ERK AVP block = inhibitors of vasopressin-stimulated ERK signaling pathway; HEK293-V1b, vasopressin-stimulated pERK AlphaScreen; Potency, µM (titrated, usually from 57.5 µM), inactives show at the highest dose activity, negative = inhibition, actives largely listed as inhibitors; hit rate 0.99% among 72,000; further: potency means the concentration at half of the fitted maximal effect; on the % scale 0 is the no-effect control and ±100 the full control effect; nearly all actives have a fitted effect of over 55% in size
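HEK293 cells stably expressing V1b receptor, seeded overnight in 1% FBS, were treated with compounds for 30 min at 37C, then stimulated 5 min with 25 nM vasopressin; phospho-ERK read by AlphaScreen SureFire after lysis.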
HEK293 cAMP cs = raises cAMP in parental HEK293 cells, TSHR agonist counter-screen. hit rate 2.5% among 73,000. Potency, µM (series often up to 57.1 µM), for inactives: at the top dose activation, usual class: activators. parental HEK293 CNG cAMP sensor, membrane potential fluorescence; further: potency means the concentration at half of the fitted maximal effect; % of control where 0% means no effect; nearly all actives have a fitted effect of over 55% in size
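Parental HEK 293 cells stably expressing a modified CNG channel (no TSHR) report cAMP rise as membrane depolarization. Membrane potential dye with 100 uM RO 20-1724 was loaded for 60 min at room temperature, then compound added for 30 min; fluorescence read at 590 nm.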
Tau filament bind = binds recombinant human tau filaments; P10636; recombinant tau filaments, thioflavin S fluorescence, 15 h; filaments grown with octadecylsulfate alongside compound; Potency, µM (series often up to 57.1 µM), without a hit: at the top dose activity change, negative = inhibition; hit rate 2% among 71,000; AID 596;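 further: potency means the concentration at half of the fitted maximal effect; on the % scale 0 is the no-effect control and ±100 the full control effect; actives lower thioflavin S fluorescence by blocking filaments or displacing dye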
Target sequence (P10636 whole entry, looked up): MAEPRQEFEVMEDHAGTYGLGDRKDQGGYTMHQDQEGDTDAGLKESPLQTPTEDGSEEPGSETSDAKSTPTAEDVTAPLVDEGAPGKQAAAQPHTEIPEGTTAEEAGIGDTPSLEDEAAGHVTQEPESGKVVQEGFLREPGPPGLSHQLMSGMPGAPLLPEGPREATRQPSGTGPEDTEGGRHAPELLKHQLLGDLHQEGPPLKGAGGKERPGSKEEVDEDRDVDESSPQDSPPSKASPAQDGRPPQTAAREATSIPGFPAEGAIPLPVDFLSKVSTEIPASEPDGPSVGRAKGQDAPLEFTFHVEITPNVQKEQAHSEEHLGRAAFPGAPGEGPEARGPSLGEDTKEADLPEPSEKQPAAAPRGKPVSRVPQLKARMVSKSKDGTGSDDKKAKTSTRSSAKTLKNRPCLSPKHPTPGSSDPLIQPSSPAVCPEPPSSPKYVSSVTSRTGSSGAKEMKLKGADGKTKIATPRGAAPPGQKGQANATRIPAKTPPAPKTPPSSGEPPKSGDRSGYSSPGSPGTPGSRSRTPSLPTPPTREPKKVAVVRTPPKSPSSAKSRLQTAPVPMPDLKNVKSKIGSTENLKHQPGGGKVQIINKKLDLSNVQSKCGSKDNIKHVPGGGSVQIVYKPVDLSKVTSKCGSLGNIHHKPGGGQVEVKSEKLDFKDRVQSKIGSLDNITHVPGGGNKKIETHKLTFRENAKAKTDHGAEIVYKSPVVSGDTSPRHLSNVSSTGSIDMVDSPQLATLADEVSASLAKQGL
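His-tagged recombinant human tau (exons 2, 3, 10; 1 uM final) fibrillized with 30 uM sodium octadecylsulfate, 15 h at 37 C, in pH 7.4 HEPES buffer with 10 uM thioflavine S and 5 mM DTT. Reduced ThS fluorescence (450/510 nm) marks activity.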
Casp7 inh = caspase-7 (human) inhibition, allosteric or competitive; hit rate 0.02% among 75,000; AID 889; recombinant caspase-7, Ac-DEVD-AFC fluorescence rate; Potency, µM (highest dose often 57.5 µM), without a hit: top-dose activity change, negative = inhibition, actives largely listed as inhibitors; active means well fitted inhibition curve with a large enough effect in the main read-out, with a control signal flat, not every such curve was filed as active; inconclusive means small, poorly fitted or top-dose-only effect, or a change in a side signal; further: potency means the concentration at half of the fitted maximal effect; % of control where 0% means no effect
Target sequence (P55210 24-198 limits assumed): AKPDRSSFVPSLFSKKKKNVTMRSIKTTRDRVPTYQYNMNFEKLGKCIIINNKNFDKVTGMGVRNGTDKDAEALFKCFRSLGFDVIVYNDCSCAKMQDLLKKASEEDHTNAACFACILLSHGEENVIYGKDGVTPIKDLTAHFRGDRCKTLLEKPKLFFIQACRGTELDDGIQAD
Target sequence (P55210 207-303 limits assumed): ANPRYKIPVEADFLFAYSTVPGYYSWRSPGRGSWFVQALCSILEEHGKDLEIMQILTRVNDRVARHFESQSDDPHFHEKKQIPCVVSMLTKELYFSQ
A350 fluor = compound fluoresces in the Alexa 350 spectral region; Compound autofluorescence, 340/450 nm, Alexa 350 dye-equivalents; active compounds read high; max dye-equivalent concentration, M; hit rate 11% among 59,000; in the data active means max dye-equivalent concentration above about 10 nM; inconclusive means mostly about 1.1 nM to 9.6 nM
BRCT inh red = disrupts BRCA1 BRCT binding to phosphoprotein, red fluorophore readout | BRCT-phosphopeptide binding, red fluorescence polarization | P38398 | hit rate 0.03% among 75,000 | AID 892 | Potency, µM (series often up to 76.9 µM), without a hit: top-dose activity change, negative = inhibition, usual class: inhibitors; further: on the % scale 0 is the no-effect control and ±100 the full control effect
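Fluorescence polarization: 100 nM His-tagged BRCA1 BRCT with 100 nM TAMRA-labelled phospho-BACH1 decapeptide, phosphate buffer pH 7.3 with 150 mM NaCl, DTT, 0.01% Tween 20; 12 min RT. Binding inhibition seen as FP decrease.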
BRCT PPI green = BRCA1 BRCT-phosphoprotein interaction inhibition; AID 875; Potency, µM (titrated, usually from 76.9 µM), inactives show top-dose activity change, negative = inhibition, usual class: inhibitors; BRCA1 BRCT-phosphopeptide binding, green fluorescence polarization; P38398; hit rate 0.05% among 75,000;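 further: potency means the concentration at half of the fitted maximal effect; plate controls were peptide without protein for full effect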
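Fluorescence polarization: His-tagged BRCT (~35 kDa BRCA1 C-terminus, 250 nM) bound to 100 nM fluorescein-labeled phosphorylated 10-aa BACH1 peptide, pH 7.3 phosphate buffer with DTT and Tween 20. Compounds incubated 12 min at room temperature; inhibition read as lowered polarization.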
USP2a inh = blocks human ubiquitin-specific protease USP2a | O75604 | USP2a enzymatic assay, qHTS inhibition | Potency, µM (series often up to 38.3 µM), inactives show top-dose activity change, negative = inhibition, most hits filed as inhibitors | hit rate 0.1% among 60,000;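 further: potency means the concentration at half of the fitted maximal effect; nearly all actives have a fitted effect of over 60% in size; plate controls were DMSO for no effect and NEM full inhibition control for full effect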
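Inhibition is measured in a cell-free coupled assay with 20 nM USP2 core, 20 nM Ub-PLA2 and 20 uM NBD C6-HPC, 2.5 h incubation. Activity normalized to NEM control.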
CRE-bla Fsk = alters forskolin-stimulated CRE reporter signaling in CHO cells; hit rate 2.5% among 71,000; CHO CRE-bla reporter (cAMP response element driving beta-lactamase), forskolin EC10, beta-lactamase ratio; Potency, µM (titrated, usually from 38.2 µM), without a hit: at the highest dose activity change, negative = inhibition, hits mostly activators; active means well fitted activation curve with a large enough effect in the signal ratio, with a control signal flat, not every such curve was filed as active; inconclusive means small, poorly fitted or top-dose-only effect, or effect the other way, or a change in a side signal; the % refers to the signal ratio; further: potency means the concentration at half of the fitted maximal effect; % of control where 0% means no effect
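Using CellSensor CRE-bla CHO cells in Opti-MEM with 0.5% dialyzed FBS, compounds were titrated with EC10 NKH 477 for 3 h at 37 °C. CCF4 ratio (460/530 nm) gave %Activity; AC50 derived.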
Casp1 inh = caspase-1 (human) inhibition, allosteric or competitive | P29466 | hit rate 0.03% among 75,000 | Caspase-1 enzyme, Ac-WEHD-AFC fluorogenic rate | AID 900 | Potency, µM (titrated, usually from 57.5 µM), for inactives: at the top dose activity change, negative = inhibition, hits mostly inhibitors;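 further: potency means the concentration at half of the fitted maximal effect; plate controls were vehicle for no effect and no substrate for full effect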
FLuc inh = inhibitors of firefly luciferase. P08659. purified firefly luciferase, luminescence, 8 min. Potency, µM (doses to about 57.1 µM), for the others: top-dose activity change, negative = inhibition, hits mostly inhibitors. hit rate 2.2% among 72,000. AID 411; further: potency means the concentration at half of the fitted maximal effect; on the % scale 0 is the no-effect control and ±100 the full control effect; nearly all actives have a fitted effect of over 40% in size
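Compounds were tested as concentration series (qHTS) against purified P. pyralis luciferase with luciferin and 10 uM ATP in 50 mM imidazole pH 7.2, 50 mM KCl, 7 mM MgCl2, 0.01% Tween 20, 0.05% BSA. Luminescence was read after 8 min at ambient temperature.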
* hit, by the source's call; [ ] = remark or other dose. Unless noted, the call rests on the fitted dose curve; in most records, active means well fitted curve in the direction sought with a large enough effect; inconclusive means small, poorly fitted or top-dose-only effect, or another doubt; inactive means no such curve, though single readings can be large; an effect the other way counts as inactive or inconclusive.

What do the screens show for `COc1cc(NC(=O)CSc2nccc(C)n2)c(C(=O)O)cc1OC`?
ERK AVP block: -5%; HEK293 cAMP cs: 19%; Tau filament bind: 4%; Casp7 inh: -11%; A350 fluor: inactive; BRCT inh red: -1.6%; BRCT PPI green: 0.2%; USP2a inh: -1%; CRE-bla Fsk: inconclusive; Casp1 inh: -8%; FLuc inh: 2%

How did CCCOc1ccc2oc(=O)c3c(c2c1)CCCN3C(=O)CN1CCN(c2ncccn2)CC1 do in these assays?
ERK AVP block: 6%; HEK293 cAMP cs: inconclusive; Tau filament bind: 0%; Casp7 inh: 0%; A350 fluor: 5.7e-08M*; BRCT inh red: -1.3%; BRCT PPI green: -1.5%; USP2a inh: 3%; CRE-bla Fsk: 20%; Casp1 inh: 1%; FLuc inh: 1%

Results for COc1ccc(CNC(=O)c2onc(C)c2Cl)cc1 ?
ERK AVP block: 8%; HEK293 cAMP cs: 10%; Tau filament bind: -18%; Casp7 inh: -1%; BRCT inh red: 0.7%; BRCT PPI green: -1.0%; CRE-bla Fsk: 2%; Casp1 inh: -2%; FLuc inh: -2%

Results for Cc1ccc(SCc2nc(-c3cccnc3)no2)cc1 ?
ERK AVP block: inconclusive; HEK293 cAMP cs: 19%; Tau filament bind: -12%; Casp7 inh: -1%; A350 fluor: inactive; BRCT inh red: 1.5%; BRCT PPI green: -1.3%; USP2a inh: -12%; CRE-bla Fsk: inconclusive; Casp1 inh: -1%; FLuc inh: -1%

Results for CCn1c(SCC(=O)NC(=O)Nc2ccc3c(c2)OCCO3)nnc1-c1cccs1 ?
ERK AVP block: -20%; HEK293 cAMP cs: 12%; Tau filament bind: 26%; Casp7 inh: 0%; A350 fluor: inactive; BRCT inh red: -0.5%; BRCT PPI green: -1.1%; USP2a inh: 11%; CRE-bla Fsk: inconclusive; Casp1 inh: -2%; FLuc inh: inconclusive

Results for COc1ccc(S(=O)(=O)Cc2ccc(C(=O)N3CCc4ccccc4C3)o2)cc1 ?
ERK AVP block: -11%; HEK293 cAMP cs: 6%; Tau filament bind: 4%; Casp7 inh: -5%; BRCT inh red: -0.4%; BRCT PPI green: 0.2%; CRE-bla Fsk: -1%; Casp1 inh: -2%; FLuc inh: 4%

How did COc1cc2nc3c4ccccc4n(CC#N)c3nc2cc1OC do in these assays?
ERK AVP block: 8%; HEK293 cAMP cs: 11%; Tau filament bind: 7%; Casp7 inh: 0%; A350 fluor: inactive; BRCT inh red: -0.2%; BRCT PPI green: -2.9%; USP2a inh: -6%; CRE-bla Fsk: -2%; Casp1 inh: -2%; FLuc inh: 2%

How did COC(=O)c1ccccc1NC(=O)CSc1nnc(CNS(=O)(=O)c2ccc(C)cc2)n1C do in these assays?
ERK AVP block: 5%; HEK293 cAMP cs: 13%; Tau filament bind: 24%; Casp7 inh: 2%; A350 fluor: inactive; BRCT inh red: 1.1%; BRCT PPI green: -4.9%; USP2a inh: 16%; CRE-bla Fsk: 1%; Casp1 inh: -1%; FLuc inh: 2%

How did COc1ccc(Cc2nnc(NC(=O)Cc3cccs3)s2)cc1OC do in these assays?
ERK AVP block: -6%; HEK293 cAMP cs: inconclusive; Tau filament bind: -15%; Casp7 inh: -9%; A350 fluor: inactive; BRCT inh red: -11%; BRCT PPI green: -0.2%; USP2a inh: 167%[activator]; CRE-bla Fsk: inconclusive; Casp1 inh: -2%; FLuc inh: 0%

What do the screens show for `CC(=O)Nc1cccc(-c2nnc(SCc3ccccc3C#N)n2C)c1`?
ERK AVP block: -13%; HEK293 cAMP cs: -2%; Tau filament bind: -6%; Casp7 inh: 0%; A350 fluor: 1.7e-07M*; BRCT inh red: -2.0%; BRCT PPI green: -0.1%; USP2a inh: -4%; CRE-bla Fsk: inconclusive; Casp1 inh: 1%; FLuc inh: 2%

What do the screens show for `O=c1cc(Nc2ccc3c(c2)OCCO3)[nH]c(=O)n1C1CCCCC1`?
ERK AVP block: 13%; HEK293 cAMP cs: 9%; Tau filament bind: 7%; Casp7 inh: -1%; A350 fluor: inactive; BRCT inh red: -0.5%; BRCT PPI green: -1.8%; USP2a inh: 38%[activator]; CRE-bla Fsk: inconclusive; Casp1 inh: 0%; FLuc inh: -5%

What do the screens show for `CCC(Sc1ccccn1)C(=O)Nc1nnc(C)s1` (stereo unspecified)?
ERK AVP block: -8%; HEK293 cAMP cs: 4%; Tau filament bind: 1%; Casp7 inh: -1%; A350 fluor: inactive; BRCT inh red: 2.4%; BRCT PPI green: -2.3%; USP2a inh: 0%; CRE-bla Fsk: 2%; Casp1 inh: 0%; FLuc inh: 0%

What do the screens show for `CCC1=C(OC(=O)N(CC)CC)N2C(=O)OC(=NCC3CC3)[C@]2(C)[C@H]2C1=CC[C@H]1C(=O)N(C)C(=O)[C@H]12`?
ERK AVP block: -8%; Casp7 inh: -2%; BRCT inh red: 0.8%; BRCT PPI green: -1.9%; Casp1 inh: 0%

How did O=C(O)C1C(c2ccccc2)C(C(=O)Oc2ccc(O)cc2)C1c1ccccc1 (stereo unspecified) do in these assays?
ERK AVP block: 3%; HEK293 cAMP cs: -10%; Tau filament bind: 4%; Casp7 inh: 5%; A350 fluor: inactive; BRCT inh red: 1.3%; BRCT PPI green: 1.8%; USP2a inh: 4%; CRE-bla Fsk: -3%; Casp1 inh: -3%; FLuc inh: -2%

Results for O=C(OCC(=O)N1CCOCC1)c1ccc[nH]c1=O ?
ERK AVP block: 25%; HEK293 cAMP cs: 2%; Tau filament bind: -9%; Casp7 inh: 1%; A350 fluor: inactive; BRCT inh red: 0.5%; BRCT PPI green: 0.6%; USP2a inh: -1%; CRE-bla Fsk: inconclusive; Casp1 inh: -1%; FLuc inh: 1%

What do the screens show for `CCOC(=O)CSc1nc2sc(C)c(C)c2c(=O)[nH]1`?
ERK AVP block: -25%; HEK293 cAMP cs: 7%; Tau filament bind: -2%; Casp7 inh: -1%; A350 fluor: inactive; BRCT inh red: 1.7%; BRCT PPI green: -1.3%; USP2a inh: 6%; CRE-bla Fsk: inconclusive; Casp1 inh: -2%; FLuc inh: 0%

How did CCN(c1ccccc1)S(=O)(=O)c1ccc2[nH]cc(C(=O)NCCOC)c(=O)c2c1 do in these assays?
ERK AVP block: 3%; HEK293 cAMP cs: 5%; Tau filament bind: 1%; Casp7 inh: -1%; A350 fluor: inconclusive; BRCT inh red: -0.7%; BRCT PPI green: -0.6%; USP2a inh: 37%[activator]; CRE-bla Fsk: inconclusive; Casp1 inh: -1%; FLuc inh: 3%

What do the screens show for `CCCc1cc(=O)n2[nH]c(NCc3ccccc3F)nc2n1`?
ERK AVP block: -2%; HEK293 cAMP cs: 7%; Tau filament bind: -6%; Casp7 inh: -2%; A350 fluor: inactive; BRCT inh red: -0.8%; BRCT PPI green: -2.5%; USP2a inh: -2%; CRE-bla Fsk: -12%; Casp1 inh: -4%; FLuc inh: 4%

How did CCOC(=O)c1nnn(-c2nc(N3CCCC3)nc(N3CCCC3)n2)c1-c1ccccc1 do in these assays?
ERK AVP block: 1%; HEK293 cAMP cs: inconclusive; Tau filament bind: 13%; Casp7 inh: 1%; A350 fluor: inactive; BRCT inh red: 0.5%; BRCT PPI green: 3.2%; USP2a inh: 1%; CRE-bla Fsk: 7%; Casp1 inh: 2%; FLuc inh: 1%

What do the screens show for `CCCN1C(=O)c2ccc(C(=O)NCc3ccco3)cc2C1=O`?
ERK AVP block: -18%; HEK293 cAMP cs: 3%; Tau filament bind: -4%; Casp7 inh: 1%; A350 fluor: inactive; BRCT inh red: 0.1%; BRCT PPI green: -2.1%; USP2a inh: 6%; CRE-bla Fsk: 22%; Casp1 inh: -2%; FLuc inh: 3%

How did CCOC(=O)c1cc(=O)n2nc(-c3ccccc3F)nc2s1 do in these assays?
ERK AVP block: -2%; HEK293 cAMP cs: -2%; Tau filament bind: -3%; Casp7 inh: 0%; A350 fluor: inconclusive; BRCT inh red: 1.1%; BRCT PPI green: -2.3%; USP2a inh: 4%; CRE-bla Fsk: -10%; Casp1 inh: 1%; FLuc inh: 1%

Bioassay records: PubChem, National Center for Advancing Translational Sciences (NCATS)

Compounds were not picked by outcome. Share with any hit: about 16%.
